Source: PubChem
APP 5UTR inh: APP translation inhibition; AID 1285; SH-SY5Y APP 5'UTR-luciferase reporter, luminescence; actives 0.82% (n = 190,000); inhibition, % at 2 µM;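 active = inhibition above a set limit, derived from the sample mean plus 3 SD, cut at about 45% in these data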; note: values of inactives mirror those of a sister screen read the other way
ROMK primary: human ROMK K+ channel modulation, primary screen; Tet-inducible ROMK, thallium flux fluorescence; actives lie on both sides; B-score at 10 µM; actives 2% (n = 130,000);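 active = signal ratio slope over the read window, or its plate-corrected B-score, at least 3 SD from the plate mean, either direction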;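 note: B-score of the F/F0 ratio slope over 7 to 12 s after thallium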
Target sequence (P48048 whole entry, looked up): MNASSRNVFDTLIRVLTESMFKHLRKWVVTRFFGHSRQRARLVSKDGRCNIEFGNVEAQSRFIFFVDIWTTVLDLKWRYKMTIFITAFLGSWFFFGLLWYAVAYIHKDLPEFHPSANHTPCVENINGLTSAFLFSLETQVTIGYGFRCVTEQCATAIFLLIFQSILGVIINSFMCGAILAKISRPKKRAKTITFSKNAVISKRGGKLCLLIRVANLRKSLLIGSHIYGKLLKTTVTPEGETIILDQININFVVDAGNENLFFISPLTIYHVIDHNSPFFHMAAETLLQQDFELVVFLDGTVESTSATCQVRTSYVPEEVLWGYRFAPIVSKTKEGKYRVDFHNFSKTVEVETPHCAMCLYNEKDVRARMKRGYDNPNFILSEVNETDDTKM
STAT1 activator: increases IFN-gamma driven STAT1 reporter signal; NIH 3T3 STAT1-luciferase reporter, luminescence; 100% = IFN-gamma alone, no compound; activation (% of control), % at 5.5 µM; actives 2.6% (n = 200,000);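 active = activation above the screen-wide mean activation plus 3 SD, cut at about 130% in these data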;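 note: raw ratio to IFN-gamma control signal so 100% means no change and 0% no light; values of inactives mirror those of a sister screen read the other way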
NF-kB neuron act: raises NF-kB expression in human neuronal cells; NF-kB reporter expression; hits give high values; fold change at 12.5 µM; actives 1.6% (n = 190,000); in the data active = fold change above about 3.3
STAT1 inh: inhibitors of IFN-gamma induced STAT1 signaling; NIH 3T3 STAT1-luciferase reporter, luminescence; actives 0.35% (n = 200,000); inhibition, % at 5.5 µM;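 active = inhibition above a set limit, the mean inhibition across all tested compounds plus 3 SD, cut at about 34% in these data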;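 note: 0% = IFN-gamma with DMSO and 100% = IFN-gamma with 300 µM nifuroxazide; values of inactives mirror those of a sister screen read the other way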
FLuc stim CS: firefly luciferase counter-screen for stimulation assays; P08659; ATPlite luciferase biochemical, luminescence, 10 min; 0 = ATP-free wells, 1 = DMSO control; activation factor at 10 µM; 200,000 tested, under 10 active; AID 1027;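 active = luciferase activation factor, scaled between plate controls, of at least 2 with compound at 10 µM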
Target sequence (P08659 whole entry, looked up): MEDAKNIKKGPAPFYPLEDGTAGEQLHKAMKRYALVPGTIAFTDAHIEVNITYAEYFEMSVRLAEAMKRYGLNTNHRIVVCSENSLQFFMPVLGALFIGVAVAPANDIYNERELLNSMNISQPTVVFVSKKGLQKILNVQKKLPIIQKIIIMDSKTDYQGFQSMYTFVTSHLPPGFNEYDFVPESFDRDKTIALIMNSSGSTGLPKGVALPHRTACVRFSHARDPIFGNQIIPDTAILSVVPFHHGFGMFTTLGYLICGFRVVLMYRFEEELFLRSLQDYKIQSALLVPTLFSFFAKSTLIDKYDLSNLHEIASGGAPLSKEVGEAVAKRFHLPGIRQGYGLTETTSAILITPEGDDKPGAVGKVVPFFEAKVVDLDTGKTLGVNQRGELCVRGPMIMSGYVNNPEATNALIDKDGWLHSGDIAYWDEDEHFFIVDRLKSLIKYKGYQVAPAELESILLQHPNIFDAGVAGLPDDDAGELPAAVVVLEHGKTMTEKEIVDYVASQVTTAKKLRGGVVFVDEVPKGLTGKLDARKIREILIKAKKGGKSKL
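System: cell-free luciferase reagent; medium: PBS as buffer for the ATP substrate; doses: test compounds dosed from 2 mM stocks in 100% DMSO; incubation: 10 min, room temperature; measured by: luminescence from luciferase reaction; read-out: luciferase activation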
APP 5'UTR act: APP 5'UTR luciferase reporter activation; activation, % at 2 µM; SH-SY5Y APP 5'UTR luciferase reporter, luminescence; zero percent = DMSO vehicle wells; actives 1% (n = 190,000); AID 1276;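 active = activation above a set limit, based on mean plus 3 SD of controls, cut at about 140% in these data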; note: values of inactives mirror those of a sister screen read the other way
STAT3 act: increases IL-6 driven STAT3 reporter signal; U3A cells, IL-6 STAT3-luciferase reporter, luminescence; 100% = signal with IL-6 EC80 alone; activation (% of control), % at 5.6 µM; actives 0.91% (n = 190,000); AID 871;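 active = activation above the screen-wide mean of compound activation plus 3 SD, cut at about 130% in these data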;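 note: 0% = background luminescence of wells with medium and substrate only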
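Material: human STAT1-deficient U3A cells with stable STAT3-luciferase reporter / Probe or stimulus: IL-6 stimulus at 33 ng/mL final / Schedule: 1 h compound pre-exposure, 6 h IL-6 stimulation, 37 °C / Technique: luminescence / Read-out basis: percent of IL-6-only median luminescence / Control set: IL-6-only high control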
STAT3 blocker: reduces IL-6 driven STAT3 reporter signal; U3A cells, IL-6 STAT3-luciferase reporter, luminescence; host cell line lacks STAT1; inhibition, % at 5.5 µM; actives 0.89% (n = 190,000);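 active = inhibition above the mean inhibition across all screened compounds plus 3 SD, cut at about 44% in these data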;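 note: 0% = DMSO only wells and 100% = 100 µM nifuroxazide control wells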
FLuc inh counter: inhibits firefly luciferase, flagging false hits in luciferase inhibition screens; P08659; ATPLite firefly luciferase biochemical luminescence, 10 min; inhibition, % at 10 µM; actives 1.5% (n = 200,000); AID 1006;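 active = inhibition above about 50% when tested at 10 µM, limit read from the data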
Active calls of the source: *; x = not tested or not shown; & = joins results of further samples.

A first look (2 entries):
SMILES	APP 5UTR inh	ROMK primary	STAT1 activator	NF-kB neuron act	STAT1 inh	FLuc stim CS	APP 5'UTR act	STAT3 act	STAT3 blocker	FLuc inh counter
O=C(NCc1ccc2c(c1)OCO2)c1cccc(C(=O)NCc2ccc3c(c2)OCO3)c1	7	-0.016	100	0.99	0	1	-7	92	13	-2
O=C(NCCc1ccccc1)C(=O)c1c(-c2ccccc2)cc2ccccn12	14	x	101	0.8	-1	1	-14	105	-12	0

Main list (from the top)
SMILES	APP 5UTR inh	ROMK primary	STAT1 activator	NF-kB neuron act	STAT1 inh	FLuc stim CS	APP 5'UTR act	STAT3 act	STAT3 blocker	FLuc inh counter
O=C(NCc1ccc2c(c1)OCO2)c1cccc(C(=O)NCc2ccc3c(c2)OCO3)c1	7	-0.016	100	0.99	0	1	-7	92	13	-2
O=C(NCCc1ccccc1)C(=O)c1c(-c2ccccc2)cc2ccccn12	14	x	101	0.8	-1	1	-14	105	-12	0
C=CCOn1c(C)c(C(C)=O)c2c3nonc3ccc21	-8	x	102	0.99	4	1.1	8	100	1	-6
O=C1C=C(c2ccccc2)OC(c2ccccc2)O1 (configuration not stated)	-16	x	109	1.4	-11	1	16	94	9	3
Cc1cnc(NC(=O)CCN2C(=O)C3CCCCC3C2=O)s1 (configuration not stated)	-9	-0.42	103	1.2	-4	1	9	99	4	-5
CCCCn1c(=O)c(-c2ccccc2)c(O)c2ccccc21	23	-0.0052	97	1.1	4	1	-23	101	1	-4
Cc1cccc(OCC(=O)N2CCN(C(=O)c3ccco3)CC2)c1	0	-1.2	102	x	-2	1.1	0	98	8	-7
CC(C)(C)NC(=O)CN(Cc1cccs1)C(=O)c1csnn1	-17	x	103	1.1	-3	1	17	104	-3	-1
Cc1ccc(CNC(=O)C2CCCN(c3nc4ccsc4c(=O)s3)C2)cc1 (configuration not stated)	-4	0.15	93	1	6	1.1	4	103	4	-7
CC1(C)CC(=O)C(C=Nc2ccc3[nH]ncc3c2)=C(O)C1	-5	x	124	0.86	-27	0.9	5	102	2	7
Cc1ccc2nc(-c3cccnc3SCC(=O)N3c4ccccc4CC3C)[nH]c2c1 (configuration not stated)	-26	x	116	1.2	-18	0.9	26	122	-15	12
COc1ccc(N2CCSC2C(=O)NN)cc1 (configuration not stated)	-7	x	113	1.1	-9	1	7	106	-3	-4
O=C(c1ccccc1SCc1ccccc1)N1CCCCCC1	-8	-0.038	99	1.1	-1	1	7	105	3	0
Nc1ncc(Br)cc1N=Cc1ccccc1	-86	x	149*	4.7*	-55	0.9	86	92	12	9
Cc1cc(NC(=O)CN2C(=O)NC(C)(c3ccc(OC(F)F)cc3)C2=O)no1 (configuration not stated)	6	x	99	0.84	1	1	-6	101	3	-2
COC(=O)c1ccc(COC(=O)CCS(=O)(=O)c2ccc(C)cc2)cc1	3	1.3	104	1.1	-6	1	-3	101	6	-3
COc1cc(/C=N/Nc2ccc(Cl)c(C(=O)O)c2)ccc1OCC(=O)N1C(C)CCCC1C (configuration not stated)	25	0.5	91	1.2	10	1	-25	105	-5	-5
Cc1nn(-c2cc(Cl)ccc2N)c(=O)c2ccccc12	-5	x	97	0.73	3	1	5	95	10	-2
OCC1(CCOc2ccccc2)CCN(Cc2ccc3c(c2)OCCO3)CC1	31	-2.3	96	1.1	3	1.1	-31	101	3	-11
CCC(C)NC(=O)Cn1c(-c2ccccc2)cc(C(C)=O)c1C (configuration not stated)	3	0.31	96	0.78	3	1	-3	96	7	-2
O=C(NCCn1ccc2ccccc21)c1ccc2c(c1)OCO2	-150	x	139*	5.7*	-46	0.9	150*	95	5	10
C=C(C)CNC(=S)N/N=C/c1ccc([N+](=O)[O-])cc1	2	-0.24	107	0.96	-7	1	-2	96	4	1
COc1ccc(C2C(C#N)=C(N)Oc3n[nH]c(-c4ccccn4)c32)c(OC)c1OC (configuration not stated)	6	x	95	0.92	6	0.9	-6	104	-2	6
O=C(Nc1ncccn1)c1cccs1	-9	0.28	105	1	-5	1.1	9	103	0	-6
Cc1nnc(NC(=O)c2c(-c3ccccc3)noc2C)s1	-7	x	95	1.1	5	1	7	104	0	-3

Further records follow.
SMILES	APP 5UTR inh	ROMK primary	STAT1 activator	NF-kB neuron act	STAT1 inh	FLuc stim CS	APP 5'UTR act	STAT3 act	STAT3 blocker	FLuc inh counter
CCCc1cc(=O)n2[nH]c(-c3ccc(C)cc3)cc2n1	-102	-0.45	118	2.5	-21	0.9	102	110	-7	14
COc1cc(OC)cc(C(=O)NC(=S)Nc2cc3oc4ccccc4c3cc2OC)c1	-18	x	90	1.3	12	1	18	91	13	-3
CCOC(=O)c1ccc(NC(=O)c2cccc(S(=O)(=O)N3CCOCC3)c2)cc1	-2	-2	92	0.63	9	1.1	2	56	58*	-6
COc1ccc(Cn2c(SCC#N)nc3ccc(N4CCOCC4)cc3c2=O)cc1	-60	0.19	136*	2.9	-40	1.1	60	121	-10	-7
Cc1ccc2nc(N(CCCN(C)C)C(=O)c3ccco3)sc2c1	-28	0.25	108	1.2	-10	1	28	107	-7	-1
CC(=O)c1cc2c(cc1NS(=O)(=O)c1ccccc1)OCO2	-1	-0.45	91	0.95	10	1.1	1	101	4	-6
C=C(C)c1nc(N)nc(N)n1	-2	0.37	100	2.2	0	1.1	2	91	12	-6
COCCN(C(=S)Nc1c(C)cccc1C)C(C)c1cccs1 (configuration not stated)	0	-0.41	94	1.2	6	1	0	106	-6	-3
CN(C)C(=O)CSc1cnc2ccccc2n1	10	x	103	1.2	-4	1	-10	108	-6	-3
CC(C)(C)c1ccc(C2(C)NC(=O)N(CC(=O)c3ccc[nH]3)C2=O)cc1 (configuration not stated)	-2	x	98	0.89	2	1.1	1	103	-2	-7
O=C(Nc1nnc(-c2ccncc2)o1)c1ccccc1	14	0.13	99	1.2	1	1	-14	93	12	3
Cc1cccn2cc(CNS(=O)(=O)c3cccc(F)c3)nc12	-16	x	99	0.91	1	1.1	16	106	2	-5
CCn1c(C)nc2cc(OC)ccc21	8	0.66	105	0.96	-7	1	-8	97	5	0
CCOc1ccc(-n2c(N)c(C(=O)NCc3cccnc3)sc2=S)cc1	5	x	97	0.99	4	1	-5	90	15	-3
COc1ccc(OCC(=O)Nc2cc(-c3nn(C)c(=O)c4ccccc34)ccc2OC)cc1	0	x	77	0.97	26	1	0	61	51*	-1
COc1cc(C(=O)Nc2ccc3c(c2)OCCO3)ccc1OC(F)F	-75	-0.68	140*	3.4*	-41	0.4	75	109	-6	59*
CCCc1nnc(NC(=O)c2ccc([N+](=O)[O-])cc2)s1	-8	-0.34	104	1.4	-4	1	7	107	-4	3
COc1ccc(-c2noc(CSc3nc4sc(C)c(C)c4c(=O)n3-c3ccccc3)n2)cc1OC	15	x	86	0.87	16	1.1	-15	112	-7	-8
O=C(CN1C(=O)CCC1=O)Nc1nc(-c2ccccn2)cs1	-4	x	97	0.63	3	1	4	97	8	-3
Cc1cc(C)c(NC(=O)Cc2ccc(-n3cccc3)cc2)c(C)c1	2	0.17	106	0.89	-7	1	-2	100	4	1
CCc1nnc(NC(=O)CSc2nc(C)cc(C)c2C#N)s1	-76	0.24	120	3.1	-22	0.8	76	77	34	18
Clc1ccc(-n2ncc3c(N4CCCC4)ncnc32)cc1	-161	0.34&0.014	184*	0.74	-95	0.3	161*	89	12	75*
COc1cc(-c2cc3nc(C)c(C)c(=O)n3[nH]2)cc(OC)c1OC	0	x	99	1.1	1	1	0	97	9	-2
Cc1ccc(N/N=C(\Cc2nc3ccccc3[nH]2)c2ccccc2)cc1	92*	0.19	111	2.8	-12	0.9	-92	106	-4	5
COc1ccccc1NC(=O)CSc1nncn1-c1cccnc1	-11	x	105	1.2	-1	1.1	11	104	-2	-6

Additional compounds
SMILES	APP 5UTR inh	ROMK primary	STAT1 activator	NF-kB neuron act	STAT1 inh	FLuc stim CS	APP 5'UTR act	STAT3 act	STAT3 blocker	FLuc inh counter
COc1ccccc1C(=O)NCCn1cc(SCC(=O)Nc2cc(C)on2)c2ccccc21	-17	x	87	0.56	14	1	17	89	16	-3
Cc1ccc(CN2C(=O)CCC2C(=O)NCc2ccc3c(c2)OCO3)cc1 (configuration not stated)	9	0.47	100	1.3	0	1	-9	98	10	-4
C=CCn1c(=O)/c(=C2/SC(C)=C(C)N2CC)s/c1=C1/C(=O)N(C)C(=S)N1c1ccccc1	2	x	98	x	2	x	-2	96	6	x
CC(C)CNc1ncnc2c1sc1nc(N3CCOCC3)c3c(c12)CC(C)(C)OC3	-4	x	101	1.1	-1	1.1	4	93	18	-9
CN1CCC(N(C)C(=S)Nc2ccc(F)cc2)CC1	-6	0.15	96	1.1	3	1.1	6	119	-15	-7
NC(=O)CCN(Cc1ccccc1)S(=O)(=O)c1ccccc1	-6	0.035	104	1.3	-4	1.1	6	98	5	-10
Cc1cc(C)n(-c2nnc(C)c(=O)[nH]2)n1	16	0.0098	104	1.3	-4	1	-16	112	-12	-1
COC(=O)/C(=C\C(=O)c1ccccc1)Nc1cccc(C(F)(F)F)c1	-46	0.5	109	1.2	-10	1	46	110	-4	-1
O=C(CCCOc1ccccc1)Nc1nncs1	-3	x	109	1.3	-10	1	3	97	4	0
Cc1ccc(NC(=O)CN(C)Cc2nc3ccccc3c(=O)[nH]2)c(Br)c1	11	-0.7	90	1.1	11	1.1	-11	98	8	-5
CCC(=O)c1ccc(OCC(O)CN2CCCCC2)cc1 (configuration not stated)	5	x	103	0.94	-3	1	-5	101	2	-2
CC(Sc1nncs1)C(=O)Nc1ccc(Cl)cn1 (configuration not stated)	-1	x	102	0.92	-2	1	1	93	7	-4
Cc1sc2c(=O)n3c(nc2c1C(=O)NC1CCCCC1)CCCCC3	-7	x	102	1.4	-2	1.1	7	97	8	-11
COc1ccc(-c2nc(CS(=O)CC(=O)NCC3CCCO3)c(C)o2)cc1 (configuration not stated)	-13	x	102	1.1	-2	1	13	101	8	-2
O=[N+]([O-])c1cccc(Cl)c1N1CCOCC1	-2	0.13	100	1.2	1	1	2	100	3	-4
CN(c1ccccc1C(=O)Nc1ccc(S(=O)(=O)N2CCOCC2)cc1)S(C)(=O)=O	-7	0.015	95	1.2	6	1.1	7	95	9	-7
O=C1c2cccc(OCC(=O)N3N=C(c4cccs4)CC3c3ccc(F)cc3)c2CCN1Cc1ccccc1 (configuration not stated)	-6	-0.53	90	0.62	11	1	6	99	3	-4
COc1ccc(N(C(=O)c2cccnc2)S(=O)(=O)c2ccc3c(c2)n(C)c(=O)n3C)cc1	11	0.64	103	0.95	0	1.1	-11	99	4	-6
CCOC(=O)Nc1ccc2c(COC(=O)CNS(=O)(=O)c3cccc(Br)c3)cc(=O)oc2c1	-8	0.023	103	1.1	-3	1.1	8	98	2	-11
CCc1cc(C(=O)NNC(=O)CCl)sc1C	10	0.36	113	1.1	-14	1	-10	90	15	-1
COc1ccc([N+](=O)[O-])cc1N(CC(=O)NCc1ccco1)S(C)(=O)=O	-14	0.54	106	1.3	-9	1	14	103	-2	-2
